IDE cell inh: human IDE inhibitors in live cells, primary screen, fluorescence polarization, HEK cells, FAbetaB substrate. 0.41% of 320,000 active. inhibition, % at 5.59 µM. FAbetaB cleavage. Insulin-degrading enzyme (Homo sapiens), P14735;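 active = percent inhibition above the average of all tested compounds plus 3 SD, set per screening campaign, cut at about 16% in these data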;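 note: IDE supplied by intact live HEK cells; FP after avidin binding of uncleaved biotin substrate so inhibition keeps polarization high; 0% = DMSO wells and 100% = 60 µM reference IDE inhibitor Ii1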
IDE act: human IDE activators in live cells, primary screen, fluorescence polarization, HEK cells, FAbeta-B substrate. activation, % at 5.96 µM. Insulin-degrading enzyme (Homo sapiens), P14735. 0.073% of 340,000 active. AID 493087, 2011. FAbeta-B cleavage; 0% vehicle, 100% cell-free pure enzyme wells;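 active = activation above the mean of all tested compounds plus 3 SD, set per screening campaign, cut at about 17% in these data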
GalR3 antagonist: GalR3 antagonists in HEK293 cells, primary screen, cell-based, fluorescence readout. Galanin receptor type 3 (Homo sapiens), O60755. HEK293 GalR3-CNG cAMP membrane potential fluorescence; galR3 body fused to GalR1 C-terminus. inhibition, % at 3 µM. 0.44% of 360,000 active. AID 651719, 2012;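 active = inhibition above the screen-wide average plus 3 SD, cut at about 13% in these data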;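 note: forskolin and galanin both at EC90 stimulate the cells; cAMP rise reported by CNG channel membrane potential dye signal; 0% = forskolin plus galanin with DMSO and 100% = forskolin alone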
Target sequence (O60755 1-299 limits assumed): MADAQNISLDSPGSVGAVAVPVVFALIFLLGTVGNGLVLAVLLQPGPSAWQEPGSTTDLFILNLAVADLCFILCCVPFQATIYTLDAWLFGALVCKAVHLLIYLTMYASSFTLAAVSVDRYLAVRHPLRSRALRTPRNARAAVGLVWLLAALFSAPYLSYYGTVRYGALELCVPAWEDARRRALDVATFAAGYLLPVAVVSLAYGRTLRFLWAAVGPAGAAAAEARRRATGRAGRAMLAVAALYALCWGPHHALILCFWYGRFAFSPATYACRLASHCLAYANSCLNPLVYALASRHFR
IMP-1 inh: IMP-1 metallo-beta-lactamase inhibitors, primary screen, biochemical, epi-absorbance readout, Pseudomonas aeruginosa enzyme; metallo-beta-lactamase IMP-1 (Pseudomonas aeruginosa); purified IMP-1, nitrocefin hydrolysis, epi-absorbance fluorescence; inhibition, % at 5.6 µM; 0.45% of 290,000 active; AID 1556, 2009;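 active = inhibition above the mean plus 3 SD of all compounds in the same screening run, cut at about 4.5% in these data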;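 note: 0% = IMP-1 with DMSO and 100% = DMSO wells lacking enzyme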
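System: Purified recombinant IMP-1 metallo-beta-lactamase enzyme | Measured by: Fluorescence quenching readout, ex 480/em 530 nm | Replication: Singlicate | Incubation: 15 min preincubation plus 25 min reaction at 25 °C | Evaluation: Percent inhibition from optical density relative to buffer-blank wells | Benchmarks: DMSO with and without IMP-1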
pCIP destab: p/CIP-EGFP fusion destabilizers, primary screen, fluorescence, F442A cells; 16 h; decrease of EGFP signal, % at 10 µM; 0.01% of 290,000 active; AID 1984, 2009;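 active = EGFP signal decrease of at least 30% at 10 µM or well 3 SD below plate mean, unless failing retest; inactive = the rest, including hits failing retest or dose response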; note: some compounds called inactive have numbers as strong as hits; many of its hits are not listed in these tables
SUMO HTRF inh: inhibitors of in vitro SUMOylation cascade, primary screen, biochemical, HTRF, uHTS; 0.36% of 290,000 active; AID 2006, 2009; inhibition, % at 35 µM; SUMO-conjugating enzyme UBC9 (Homo sapiens), P63279; HTRF SUMOylation assay, SAE1/SAE2 + UBC9; in the data active = inhibition above about 50%, passing the limit was not always enough; note: strong numbers were not always called active
Target sequence (P63279 whole entry, looked up): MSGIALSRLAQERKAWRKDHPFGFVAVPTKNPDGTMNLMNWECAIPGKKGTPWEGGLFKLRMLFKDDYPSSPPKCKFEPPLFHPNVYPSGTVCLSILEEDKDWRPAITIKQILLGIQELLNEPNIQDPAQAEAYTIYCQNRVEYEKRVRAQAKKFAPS
CRFBP-R2 block: antagonists of CRF-BP/CRF-R2 complex, primary screen, cell-based, HEK293, calcium dye fluorescence, uHTS | CRF-induced calcium fluorescence | inhibition, % at 11.8 µM | 0.59% of 350,000 active | AID 588475, 2011;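 active = inhibition of the ligand-induced calcium signal above about 50% at the single tested concentration, limit read from the data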
HCV NS3 hel inh: inhibitors of HCV NS3 helicase, primary screen, biochemical, Cy5 molecular beacon fluorescence | 0.56% of 290,000 active | Hepatitis C virus NS3 helicase | NS3 helicase DNA unwinding | AID 1800, 2009 | inhibition, % at 10.9 µM;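 active = inhibition above the mean of all tested compounds plus 3 SD, set per campaign, cut at about 35% in these data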;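 note: 0% = DMSO wells and 100% = thioflavine S control wells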
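System: Hepatitis C virus NS3 helicase domain fragment enzyme | Reagent: Annealed dual-labelled DNA beacon duplex, ATP-started | Compound dosing: 10.9 µM single point, 0.8% DMSO | Incubation: 1 h reaction at 25 °C, ATP-initiated | Technique: Cy5 fluorescence | Evaluation: Percent inhibition from t60/t0 fluorescence ratio | Benchmarks: Low DMSO, high thioflavine S at 110 µM | Replication: Singlicate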
VIM-2 inhibitor: VIM-2 metallo-beta-lactamase inhibitors, primary screen, biochemical, epi-absorbance readout, Pseudomonas aeruginosa enzyme. AID 1527, 2009. 0.89% of 290,000 active. purified VIM-2, nitrocefin hydrolysis, epi-absorbance fluorescence. inhibition, % at 5.6 µM;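 active = inhibition above the mean of all tested compounds plus 3 SD, cutoff set per screening run, cut at about 7.5% in these data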;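 note: red hydrolysis product quenches plate fluorescence so inhibitors raise well fluorescence; 0% = enzyme with DMSO and 100% = DMSO without enzyme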
Numbers without * were called inactive; · = no result given.

Second line of a record – IDE cell inh | IDE act | GalR3 antagonist | IMP-1 inh | pCIP destab | SUMO HTRF inh | CRFBP-R2 block | HCV NS3 hel inh | VIM-2 inhibitor
1) O=C1c2ccccc2NC(c2cccc(O)c2)N1O (stereo unspecified)
→ -4 | 1 | -8 | -3.9 | 7 | 10 | 5 | 6 | -1.6
2) CCCCN=C1NN=C(c2cc3ccccc3o2)CS1
→ 0 | 2 | -1 | -2.8 | -18 | 15 | -2 | 1 | -2.9
3) CC(OC(=O)CNC(=O)c1ccc(Br)cc1)C(=O)NC1CCCCC1C (stereo unspecified)
→ -3 | 4 | -2 | · | · | · | 1 | · | ·
4) COc1cccc(N/C=C/C(=O)c2ccc(OC)c(OC)c2)c1
→ 3 | -4 | -5 | -0.4 | -2 | 8 | -2 | 0 | 2.9
5) COc1cc(/C=N/NC(N)=O)ccc1OC(=O)c1cccs1
→ 2 | 2 | -2 | -3.2 | 8 | 7 | -6 | -2 | -2.8
6) CCCCCOc1ccc(C(=O)CCC(=O)Nc2ccc(NC(C)=O)cc2)cc1
→ -1 | 4 | -8 | -1.4 | -18 | 14 | -3 | -4 | -1.6
7) NC(=O)c1cc(S(=O)(=O)NCCc2ccccc2)cs1
→ 0 | 2 | -7 | 1.2 | 5 | -10 | 0 | 1 | -0.5
8) CCc1ccc(NC(=O)N(Cc2ccco2)C(C)c2cccs2)cc1 (stereo unspecified)
→ 2 | -1 | -8 | 0.0 | -3 | -1 | 4 | 0 | -2.7
9) Cc1c(/C=N\NC(=O)C2(C)CC2(Cl)Cl)cnn1C (stereo unspecified)
→ 5 | 1 | -2 | -2.4 | 14 | 0 | 12 | 0 | -3.4
10) Cc1cccc(-c2n[nH]c(=S)n2-c2ccccc2)c1[N+](=O)[O-]
→ -4 | -4 | -6 | -1.6 | -13 | 9 | -1 | 2 | 34*
11) O=C(CN1CCN(c2ccc(O)cc2)CC1)Nc1cc(S(=O)(=O)N2CCOCC2)ccc1Cl
→ 4 | 5 | -1 | -6.0 | -4 | 25 | 25 | 14 | -1.8
12) COc1ccc(CCNC(=O)COC(=O)c2ccco2)cc1OC
→ -2 | 5 | 1 | -3.2 | -1 | 5 | -17 | -1 | -2.3
13) O=C(N/N=C/c1ccc(Sc2ccccn2)o1)c1cc2ccccc2cc1O
→ 0 | -1 | · | -3.5 | -5 | 24 | -16 | 12 | -3.9
14) COC(=O)C1CCN(C(=O)CSc2ccccc2)CC1
→ -2 | 3 | -1 | -1.3 | -6 | 8 | 5 | -1 | -2.2
15) O=C1c2ccccc2C(=O)N1Nc1ccccc1
→ 3 | 0 | -4 | -0.7 | -15 | 24 | -7 | -2 | 1.9
16) COCC(C)n1c(SCC(=O)Nc2sccc2C(N)=O)nc2ccccc2c1=O (stereo unspecified)
→ 2 | 0 | -1 | · | · | · | -2 | · | ·
17) NC(=O)C1=C[C@H](c2coc3ccccc3c2=O)C[C@H](OCCCCO)O1
→ 3 | 5 | -4 | -2.5 | -4 | 5 | 2 | 14 | -3.0
18) Cc1cc(C(=O)N/N=C2\CC(=O)c3ccccc32)c(C)n1-c1ccccc1
→ 0 | 1 | -4 | -2.3 | 3 | 24 | 11 | 14 | -2.8
19) CCOc1nc(Nc2ccc([N+](=O)[O-])cc2)nc(NC(C)(C)C)n1
→ 4 | 6 | -6 | -2.5 | -1 | -7 | -7 | -33 | -2.6
20) Cc1nn(C)c(C)c1CN(C)S(=O)(=O)c1ccc2ccccc2c1
→ 0 | -5 | 110* | -1.5 | -16 | 10 | 2 | -2 | -2.8
21) Cc1cccc(NC(=O)C(=O)N/N=C/c2ccncc2)c1
→ 5 | 4 | -6 | -1.3 | -14 | 17 | -5 | -1 | -0.2
22) COc1ccc(NC(=O)Nc2cc(C(=O)O)ccc2N2CC3CC(C2)c2cccc(=O)n2C3)c(OC)c1 (stereo unspecified)
→ 4 | 1 | -6 | -1.4 | -11 | 3 | -8 | 12 | -8.0
23) CNS(=O)(=O)c1cccc(C(=O)OCC(=O)NC(C)CCc2ccccc2)c1 (stereo unspecified)
→ -6 | 0 | -8 | -3.7 | -2 | 13 | -7 | 3 | -1.6
24) COc1ccc(NC(=O)CCc2ccccc2)cc1NC(=O)c1ccco1
→ -4 | 2 | -2 | -2.4 | -8 | 4 | -6 | -2 | -1.1
25) O=C(NCCc1ccccc1F)C1CCC(=O)N(Cc2ccccc2F)C1 (stereo unspecified)
→ 2 | 3 | -7 | -3.5 | -1 | 6 | 3 | -2 | -1.6
26) COc1ccccc1N=c1scc(-c2ccc3c(c2)NC(=O)CO3)n1CC1CCCO1 (stereo unspecified)
→ 4 | -3 | 0 | -3.9 | -15 | 15 | 43 | 0 | 0.5
27) CSc1nnc(-c2ccc([N+](=O)[O-])cc2)o1
→ 6 | 2 | 6 | -2.8 | -17 | 12 | 0 | 3 | -4.0
28) COc1cc(OC)cc(C(=O)NC(c2ccccc2)c2ccccc2)c1
→ 1 | 7 | -4 | -4.0 | -2 | -12 | 25 | -3 | -1.6
29) Cc1ccc(N(C(=O)CNC(=O)c2ccco2)C(C(=O)NC2CCCCC2)c2ccncc2)cc1F (stereo unspecified)
→ -2 | 2 | -9 | -4.1 | -11 | 9 | 5 | 1 | -1.2
30) Cc1ccc(S(=O)(=O)NCC(=O)N(CC(=O)NCC2CCCO2)Cc2ccco2)cc1 (stereo unspecified)
→ -1 | -1 | 5 | -1.7 | -21 | 9 | -20 | 18 | -0.2
31) O=C(CN1CCCc2ccccc21)NCCc1ccc(F)cc1
→ 2 | 5 | 0 | -1.0 | 6 | 8 | -8 | 3 | 1.0
32) CC(Sc1cnc2ccccc2n1)C(=O)O (stereo unspecified)
→ 1 | 6 | -1 | -6.3 | -2 | 23 | 19 | 3 | -0.5
33) COc1ccc(S(=O)(=O)N2CCCCCC2)cc1C(=O)N(CC(C)C)C1CCS(=O)(=O)C1 (stereo unspecified)
→ 3 | 2 | -5 | · | · | · | 3 | · | ·
34) O=C(COc1c(F)c(F)cc(F)c1F)NC(=O)NC1CCCC1
→ -4 | 1 | -4 | -2.4 | 7 | -12 | -21 | -4 | -1.3
35) COCCCNC(=S)Nc1c(C)cc(C)cc1C
→ -2 | 5 | 1 | -0.4 | 1 | 11 | 4 | 0 | -0.8
36) Cc1ccccc1C(=O)Nc1cc(C(F)(F)F)ccc1-n1cncn1
→ -3 | 2 | -5 | · | · | · | -4 | · | ·
37) Cc1ccc(SCCC(=O)OCC(=O)Nc2ncc(Cl)cc2Cl)cc1
→ -3 | 4 | -5 | -3.6 | 7 | -2 | 1 | -5 | -4.7
38) Cc1cc(C)c(NC(=O)C2c3ccccc3Oc3ccccc32)c(C)c1
→ -3 | 1 | 2 | -3.5 | 0 | 1 | 25 | 1 | -3.5
39) COc1ccc(-c2csc3nc(C)nc(N4CCC(C)CC4)c23)cc1OC
→ -10 | 3 | 0 | -3.1 | 2 | -15 | 9 | -14 | -1.1
40) O=C(NCc1cccnc1)c1cc2ccccc2oc1=O
→ -3 | 0 | -8 | 0.2 | 3 | -5 | 5 | 1 | -0.4
41) CC(C(=O)N1CCOCC1)c1ccccc1 (stereo unspecified)
→ 4 | 2 | -2 | · | · | · | -4 | · | ·
42) COc1ccc(CCNC(=O)c2cc(CC(C)C)on2)cc1OC
→ 10 | -2 | · | -0.6 | -9 | 12 | 5 | -1 | -3.5
43) COc1ccc(N(CC(=O)Nc2cc(C)ccc2C)S(=O)(=O)c2ccccc2[N+](=O)[O-])c(OC)c1
→ 2 | 5 | -2 | -0.9 | 4 | -4 | 1 | -2 | 0.2
44) Cc1ccc2[nH]cc(C(=O)CN3CCN(c4ccccc4F)CC3)c2c1
→ 11 | -5 | -5 | -5.0 | -3 | 17 | -2 | -5 | -4.3
45) c1ccc2sc(Sc3ncnc4sccc34)nc2c1
→ 4 | -1 | -2 | -3.4 | 5 | -9 | 0 | -13 | -2.4
46) O=C(CSc1nc2[nH]c(=O)cc(O)c2s1)Nc1ccc(Br)cc1
→ 0 | -1 | -6 | · | · | · | 7 | · | ·
47) COc1ccc(C(O)Cn2ccsc2=NC(C)=O)cc1 (stereo unspecified)
→ 7 | -3 | 4 | -3.0 | 1 | 10 | -2 | 9 | -2.0
48) Cc1ccc(NC(=O)CN2CCCC2)cc1Br
→ -1 | 3 | -9 | -1.5 | -108 | 18 | 6 | 0 | 0.4
49) N#Cc1nc(-c2cccs2)oc1NCc1ccccc1Cl
→ -2 | 5 | -1 | -2.8 | -7 | 1 | 14 | -1 | -1.5
50) CC(C)(C)OC(=O)N1CCC(C(=O)Nc2cccc(C(=O)N3CCOCC3)c2)CC1
→ 2 | 4 | -4 | · | · | · | -3 | · | ·
51) Cc1ccsc1C(=O)Nc1cc(C(C)(C)C)nn1-c1ccccc1
→ 0 | 9 | · | 0.9 | 4 | 6 | 0 | -1 | -4.0

High-throughput results as filed in PubChem.
